# Tb PGK inh – T. brucei PGK inhibition. PGK/GAPDH coupled, Kinase-Glo luminescence, 60 min. 0.043% of 380,000 active. Potency, µM (doses to about 57.5 µM), inactives show at the top dose activity change, negative = inhibition, most hits filed as inhibitors; note: potency is the fitted concentration of half-maximal effect; % is set by controls: 0 for no effect and ±100 for the full control effect; nearly all actives have a fitted effect of over 60% in size
#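 Recombinant glycosomal PGK reaction used 1,3-bisphosphoglycerate generated in-well by GAPDH (100nM final) in 100mM TEA pH 7.6, 5mM MgCl2, 0.01% Tween-20. After 60 minutes at room temperature, ATP was read by Kinase-Glo Plus luminescence end-point.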
# Pin1 inh – inhibitors of human Pin1. 0.009% of 390,000 active. Q13526. Pin1 FP peptide displacement, HiFluor488, 10 min. Potency, µM (highest dose often 115 µM), for inactives: at the top dose activity, negative = inhibition, usual class: inhibitors; active = well fitted inhibition curve with a large enough effect in the polarisation, with a control signal flat, not every such curve was filed as active; inconclusive = small, poorly fitted or top-dose-only effect, or effect the other way, or a change in a side signal; inactive = no such curve, though single readings can be large or run the other way; the % refers to the polarisation; note: potency is the fitted concentration of half-maximal effect; % is set by controls: 0 for no effect and ±100 for the full control effect
# BAZ2B inh – inhibitors of human BAZ2B bromodomain; Q9UIF8; AlphaScreen BAZ2B-H3K14Ac peptide displacement; Potency, µM (doses to about 114 µM), without a hit: top-dose activity change, negative = inhibition, usual class: inhibitors; 4.4% of 360,000 active; AID 504333; note: potency is the fitted concentration of half-maximal effect; % is set by controls: 0 for no effect and ±100 for the full control effect; nearly all actives have a fitted effect of over 60% in size
#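 Multi-concentration screen (max 110 uM) measuring displacement of acetylated histone H3 peptide from BAZ2B by AlphaScreen, using 50 nM protein, 50 nM peptide and 10 ug/mL streptavidin donor plus Ni-chelate acceptor beads.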
# Pol eta inh – DNA polymerase eta (human) inhibition; Potency, µM (highest dose often 114 µM), without a hit: at the top dose activity change, negative = inhibition, usual class: inhibitors; recombinant Pol eta, fluorescent DNA replication assay; 1.2% of 390,000 active; Q9Y253; note: potency is the fitted concentration of half-maximal effect; % is set by controls: 0 for no effect and ±100 for the full control effect
#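 Fluorescent replication assay: 50 nM final substrate added after a 15 min room-temperature compound preincubation with 10 nM enzyme. Signal taken at 0 min and again at 10 min.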
# GLS inh – blocks human kidney-isoform glutaminase activity; Potency, µM (doses to about 45.5 µM), for inactives: at the highest dose activity change, negative = inhibition, actives largely listed as inhibitors; GLS enzymatic activity, qHTS titration; O94925; 0.21% of 410,000 active; AID 624170; note: potency is the fitted concentration of half-maximal effect; % is set by controls: 0 for no effect and ±100 for the full control effect
#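 hKGA in 45 mM KH2PO4 pH 8.2, 0.02% Tween-20 with pin-transferred compounds; 1 mM L-glutamine (stock) plus glutamate oxidase/HRP/Amplex Red coupling added. Fluorescence read initially and after 30 min at RT.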
# PI4K2A inh – inhibitors of human PI4K2A; purified PI4K2A, ADP-Glo luminescence, 1 h; active compounds read low; AID 1346378; activity change, negative = inhibition, % at 76.9 µM; 0.13% of 420,000 active; in the data active = activity change below about -50%; inconclusive = mostly about -30% to -49%;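 note: -100% = wells without enzyme as full effect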
#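 PI4K2A activity was measured by ADP-Glo luminescence: enzyme (4 ug/mL stock) and phosphatidylinositol (1.2 mM stock) in Tris pH 7.5/MgCl2/EGTA/Triton X-100 buffer were reacted with ATP (300 microM stock) for one hour at ambient temperature.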
# G9a inh – G9a (human) methyltransferase inhibition | Potency, µM (titrated, usually from 102 µM), for inactives: at the highest dose activity, negative = inhibition, usual class: inhibitors | G9a H3K9 monomethylation, AlphaScreen, 2 h | AID 504332 | Q96KQ7 | 8.8% of 350,000 active; note: potency is the fitted concentration of half-maximal effect; % is set by controls: 0 for no effect and ±100 for the full control effect; nearly all actives have a fitted effect of over 75% in size
#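 AlphaScreen read-out: biotin-H3K9 peptide (500 nM) methylation by 20 nM enzyme with 20 uM SAM, 2 h at room temperature after 15 min compound preincubation; anti-monomethyl H3K9 antibody plus donor/acceptor beads, 10 min dark.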
# JMJD2A Tudor – blocks the human JMJD2A Tudor domain; O75164; AlphaScreen JMJD2A-Tudor / H3K4me3 peptide binding; Potency, µM (series often up to 114 µM), for the others: at the top dose activity change, negative = inhibition, hits mostly inhibitors; 4.4% of 390,000 active; AID 504339; note: potency is the fitted concentration of half-maximal effect; % is set by controls: 0 for no effect and ±100 for the full control effect; nearly all actives have a fitted effect of over 50% in size
# Target sequence (O75164 whole entry, looked up, the tested form may be a part): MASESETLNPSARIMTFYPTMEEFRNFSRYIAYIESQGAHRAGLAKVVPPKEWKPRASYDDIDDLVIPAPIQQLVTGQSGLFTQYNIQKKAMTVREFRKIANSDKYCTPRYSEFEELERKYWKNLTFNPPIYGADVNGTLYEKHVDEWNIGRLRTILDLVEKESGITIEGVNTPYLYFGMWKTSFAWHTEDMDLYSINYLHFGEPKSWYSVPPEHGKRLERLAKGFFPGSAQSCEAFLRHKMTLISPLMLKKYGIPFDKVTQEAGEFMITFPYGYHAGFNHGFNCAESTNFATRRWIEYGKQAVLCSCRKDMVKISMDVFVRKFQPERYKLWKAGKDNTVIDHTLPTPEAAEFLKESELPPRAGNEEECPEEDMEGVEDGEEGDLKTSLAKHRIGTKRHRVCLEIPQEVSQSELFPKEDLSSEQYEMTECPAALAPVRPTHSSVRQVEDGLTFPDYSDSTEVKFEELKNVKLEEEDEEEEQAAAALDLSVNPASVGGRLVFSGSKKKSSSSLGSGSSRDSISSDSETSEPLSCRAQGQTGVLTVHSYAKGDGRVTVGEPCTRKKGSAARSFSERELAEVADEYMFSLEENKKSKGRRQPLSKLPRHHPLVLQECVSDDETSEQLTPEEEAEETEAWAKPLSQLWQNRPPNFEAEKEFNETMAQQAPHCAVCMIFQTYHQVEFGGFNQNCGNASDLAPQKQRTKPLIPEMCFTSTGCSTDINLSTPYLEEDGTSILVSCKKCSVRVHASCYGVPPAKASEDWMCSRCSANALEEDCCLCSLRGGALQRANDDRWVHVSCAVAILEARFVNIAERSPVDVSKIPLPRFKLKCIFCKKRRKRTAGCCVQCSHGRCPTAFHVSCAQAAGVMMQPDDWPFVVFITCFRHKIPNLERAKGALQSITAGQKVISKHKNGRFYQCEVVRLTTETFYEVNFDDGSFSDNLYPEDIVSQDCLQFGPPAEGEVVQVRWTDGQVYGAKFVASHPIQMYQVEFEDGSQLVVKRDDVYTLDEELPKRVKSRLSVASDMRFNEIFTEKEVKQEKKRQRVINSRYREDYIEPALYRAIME
# HP1b binding inh – HP1-beta chromodomain-methylated histone interaction inhibition; AlphaScreen HP1-beta / biotin-H3K9me3 peptide binding; Potency, µM (doses to about 114 µM), for the others: at the top dose activity change, negative = inhibition, usual class: inhibitors; AID 540317; 0.56% of 390,000 active; note: potency is the fitted concentration of half-maximal effect; nearly all actives have a fitted effect of over 70% in size; inactives centre near 23
#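 AlphaScreen: HP1-beta (50 nM) preformed 30 min with biotin-H3(1-18)K9me3 peptide (50 nM) in PBS pH 7.4, 0.01% Tween-20. Compound added for 30 min at RT, then streptavidin donor/nickel chelate acceptor beads (10 ug/mL) for 30 min.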
# * = called active by the depositor; i = inactive; ? = inconclusive; / = no result given; [ ] = another dose, or the depositor's remark. Unless noted, calls come from the whole dose curve; as a rule, active = well fitted curve in the direction sought with a large enough effect; inconclusive = small, poorly fitted or top-dose-only effect, or another doubt; inactive = no such curve, though single readings can be large; an effect the other way counts as inactive or inconclusive. Only part of the results is shown; count on the stated rates, not on these rows.
G9a inh	Pin1 inh	GLS inh	BAZ2B inh	compound	JMJD2A Tudor	PI4K2A inh	Pol eta inh	HP1b binding inh	Tb PGK inh
?	-3%	-9%	-7%	CC(C)CC(c1nnnn1C(C)(C)C)N1CCN(Cc2ccccc2)CC1 (stereo not given)	?	-3	?	32%	3%
16%	2%	1%	7%	COc1ccc(-n2c(SCc3nnc(-c4ccccc4)o3)nnc2-c2ccccc2)cc1	-10%	0	-13%	26%	i
-23%[12.7 µM]	-1%	18%	2%	CC(C)CC(=O)N1CCN(S(=O)(=O)c2ccc(F)cc2)CC1	-3%	-3	-4%	16%	/
0%[59 µM]	14%	1%	47%[activator][57.1 µM]	Cc1ccc(-n2nc(C)c3c(C(=O)NCCc4ccc(S(N)(=O)=O)cc4)cc(C)nc32)cc1	-16%	1	-15%	77%[activator]	-9%
-4%[0.501 µM]	25%	1%	9%	COc1ccc(-c2cc(-c3ccc(O)cc3)nc(N)c2C#N)cc1	12%	2	-4%	68%[activator]	-1%
11%[59 µM]	3%	8%	-33%	COc1ccc(Cn2ccc3nc(C)c(C(=O)N4CCN(c5cccc(OC)c5)CC4)cc3c2=O)cc1	?	-2	-20%	0%	i
-30%	2%	4%	9%	O=C(NCCS(=O)(=O)NCc1cccnc1)c1ccccc1	-18%	-18	-6%	15%	6%
15%[59 µM]	-6%	9%	-7%	O=C(Nc1nc2nccc(-c3ccccc3)n2n1)C(Cl)(Cl)Cl	-7%	0	-16%	22%	-7%
-3%[59 µM]	?	4%	-14%	CCOc1ccccc1CNS(=O)(=O)c1cc(-c2onc(C)c2C)ccc1OC	-17%	-2	-16%	32%	i
?	-7%	1%	?	O=[N+]([O-])c1ccc(NC(=S)N2CCc3ccccc3C2)cc1	-14%	0	-23%	-16%	-6%
-28%	11%	4%	/	CC(C)CN(C(=O)COC(=O)CNC(=O)c1ccc(Cl)cc1)C1CCS(=O)(=O)C1 (stereo not given)	4%	2	-17%	23%	-4%
-21%[2.33 µM]	2%	5%	26%	COc1ccc(/C(C#N)=C/c2ccccn2)cc1	13%	-8	-16%	50%[activator]	i
-1%[59 µM]	8%	-4%	-39%	Cc1ccccc1-n1c(C)cc(/C=C(\C#N)C(=O)NCC2CCCO2)c1C (stereo not given)	0%[57.1 µM]	6	-15%	5%	i
1%[59 µM]	-1%	-8%	0%	Cc1ccc(OCCCn2c(CCNC(=O)C3CCCCC3)nc3ccccc32)c(C)c1	0%	-3	-11%	28%	-3%
?	7%	7%	11%	COc1ccc(NC(=O)CSc2n[nH]c(=O)n2C2CC2)cc1Cl	-9%	-2	1%	21%	-2%
-7%[59 µM]	8%	4%	?	Cc1cccc(N2CCN(C(=O)c3cc(C)oc3C)CC2C)c1 (stereo not given)	-26%	3	-13%	-5%	0%
5%	4%	-16%	-13%	C=CCSc1nnc(NC(=O)Cn2cnc3c2c(=O)n(C)c(=O)n3C)s1	-2%	3	-20%	25%	-6%
-13%[12.7 µM]	-4%	-2%	?	CC(OC(=O)c1ccccc1NCCO)C(=O)Nc1ccnn1C(C)C (stereo not given)	-12%	-3	-10%	6%	i
-29%[59 µM]	0%	6%	-14%	Cc1ccc(CSc2cn(CC(=O)N3CCCCC3)c3ccccc23)cc1	-12%	-6	-20%	27%	i
-10%[59 µM]	-3%	-3%	-1%	CN(C)CCNC(=O)CN1C(=O)COc2ccc(S(=O)(=O)N3CCCC3)cc21	9%	3	-7%	33%	-1%
0%[12.7 µM]	-3%	9%	-4%	COc1ccc(NC(=O)CN(C)C(=O)c2ccc(NS(=O)(=O)c3ccc(C)c([N+](=O)[O-])c3)cc2)cc1	-14%	-2	-14%	22%	0%
13%	11%	3%	6%	Cc1cccc(C(=O)NCCNC(=O)c2cccnc2)c1	-4%	-4	-7%	26%	-3%
?	?	7%	-5%	CC(C)(C)c1ccc(NC(=O)NCc2ccco2)cc1	-9%	-2	-8%	8%	-3%[11.5 µM]
?	3%	3%	-8%	Cn1cc(SCC(=O)Nc2ccc3c(c2)OCCO3)c2ccccc21	-23%	7	-22%	29%	-5%
11µM*	3%	9%	-35%	Oc1ccc(N2CCN(Cc3nc4ccccc4[nH]3)CC2)cc1	50µM*	-4	-1%	?	-3%
-13%	30%[activator]	-7%	4%	Cc1ccc(S(=O)(=O)c2c(N)n(CCC(C)C)c3nc4ccccc4nc23)cc1	1%	-11	-19%	76%[activator]	i
-18%	-8%	7%	-3%	CC(=O)Nc1ccc(SCC(=O)c2cc(C)n(CC(F)(F)F)c2C)cc1	-12%	5	-16%	27%	1%
/	/	-3%	/	Cn1c(=O)c2c(-c3ccccc3)n(-c3ccccc3)cc2n(C)c1=O	/	-3	-13%	/	-3%
11%[12.7 µM]	?	14%	-32%	Nc1c(NCc2ccccc2F)c(=O)[nH]c(=O)n1Cc1ccccc1	-28%	0	-18%	13%	-14%
2%[59 µM]	1%	-6%	-4%	CCCCCCn1c(CNC(=O)c2ccccc2)nc2ccccc21	3%	-1	-20%	37%	-5%
-23%	5%	-6%	-18%	CC(CNC(=O)c1cc(COc2c(F)cccc2F)on1)Oc1cccnc1 (stereo not given)	1%	3	-17%	46%[activator]	-2%
8%	-3%	-9%	-9%	CCN(c1ccccc1)S(=O)(=O)c1csc(C(N)=O)c1	?	10	-15%	-2%	-2%
3%	-4%	-3%	4%	CCCCOc1ccc(N(CC(=O)NC2CCCCC2)C(=O)c2snc(C(N)=O)c2N)cc1	-17%[57.1 µM]	5	-4%	4%	2%
12%	-1%	5%	-6%	O=C(Nc1cc(SCCO)cc([N+](=O)[O-])c1)c1ccco1	-19%	2	-5%	22%	-9%
-5%	1%	-1%	-5%	CCOc1ccc(NC(=O)CS(=O)CC(=O)Nc2cccnc2)cc1 (stereo not given)	-7%	-1	-20%	14%	-9%
30%	-6%	7%	8%	CC(OC(=O)c1ccc(S(=O)(=O)N2CCOCC2)cc1)c1ccccc1 (stereo not given)	18%	-1	-18%	63%[activator]	5%
13%[12.7 µM]	?	?	-33%	Cc1ccc(-n2ccnc2SCC(=O)O)c(C)c1	-17%	-19	5%	9%	-6%
-2%[59 µM]	-2%	7%	7%	CS(=O)(=O)N1CCN(C(=O)c2cc(-c3cccs3)nc3ccccc23)CC1	7%	-5	-5%	35%	-6%
16%[59 µM]	0%	-1%	/	CCN(CC)CCCNC(=O)c1ccccc1C	3%	-7	-6%	29%	i
/	2%	-2%	/	COc1ccc(C(=O)n2cnc3ccccc32)cc1Br	1%	2	-5%	16%	-3%
20%[0.501 µM]	-4%	-8%	4%	O=C(c1ccco1)N1CCN(S(=O)(=O)c2cccc([N+](=O)[O-])c2)CC1	3%	1	-18%	?	i
?	0%	0%	2%	CC(=O)c1ccc(NC(=O)C2CCCN2S(=O)(=O)c2cccc3cccnc23)cc1 (stereo not given)	-12%	1	-12%	59%[activator]	0%
?	-4%	-10%	3%	CCCNC(=O)CCc1c(C)nc2c(c(C)nn2-c2ccc(C)cc2)c1C	-14%	-4	-6%	59%[activator]	i
19%	2%	2%	-14%	CCc1ccccc1N1C(=O)C2C3CC(=O)C(c4ccccc43)C2C1=O (stereo not given)	-9%	-1	8%	30%	-5%
-3%[59 µM]	13%	8%	1%	CCOC(=O)c1c(NC(=O)COc2ncnc3sccc23)sc2c1CCC2	-12%	-1	-7%	14%	7%
3%[59 µM]	-2%	5%	3%	CS(=O)(=O)N(Cc1ccccc1)c1ccc(C(=O)NCc2cccnc2)cc1	-10%	5	-8%	17%	-12%
-6%[59 µM]	-5%	-2%	11%[57.1 µM]	CCc1cccc(C)c1NC(=O)CN1C(=O)c2cccc3cccc1c23	2%	4	-5%	48%[activator]	i
?	1%	1%	?	COc1ccc(-c2csc(NC(=O)C3=COCCO3)n2)c(OC)c1	-21%	-6	-8%	12%	7%
-9%[59 µM]	0%	-4%	-7%	CCOC(=O)C(C)Sc1nnc2ccc3ccccc3n12 (stereo not given)	-11%	-1	-23%	15%	i
-23%	-5%	12%	-1%	Cc1c(C(=O)N2CC(C(=O)N3CCCCC3)Oc3ccccc32)oc2ccccc12 (stereo not given)	-22%	-2	1%	9%	0%
/	2%	-4%	-4%	CCOc1ccc(NC(=O)C(C)Oc2ccccc2C(=O)Nc2ccc(C)c(Cl)c2)cc1 (stereo not given)	-25%	4	-9%	20%	-9%
13%[59 µM]	1%	-1%	-1%	Cc1cc2oc(C(=O)Nc3ccc(S(=O)(=O)N4CCC(C)CC4)cc3)cc(=O)c2cc1C	9%	-4	4%	30%	i
5%	-2%	3%	4%	CN(c1c(C#N)c(C(F)(F)F)nn1C)N(S(C)(=O)=O)S(C)(=O)=O	-6%	-4	11%	11%	1%
?	15%	-8%	12%	Cc1cccc(NC(=O)CSc2ccc(-c3cccs3)nn2)c1C	-9%	-1	-8%	12%	i
2%[0.501 µM]	-3%	3%	-2%	O=C(CN1C(=O)C2CC=CCC2C1=O)NCC(=O)Nc1ccc(F)c(F)c1 (stereo not given)	-11%	-5	-2%	46%[activator]	3%

# 4 compounds already listed, sorted by count of non-hydrogen atoms, falling:
G9a inh	Pin1 inh	GLS inh	BAZ2B inh	compound	JMJD2A Tudor	PI4K2A inh	Pol eta inh	HP1b binding inh	Tb PGK inh
-23%	-5%	12%	-1%	Cc1c(C(=O)N2CC(C(=O)N3CCCCC3)Oc3ccccc32)oc2ccccc12 (stereo not given)	-22%	-2	1%	9%	0%
-28%	11%	4%	/	CC(C)CN(C(=O)COC(=O)CNC(=O)c1ccc(Cl)cc1)C1CCS(=O)(=O)C1 (stereo not given)	4%	2	-17%	23%	-4%
2%[59 µM]	1%	-6%	-4%	CCCCCCn1c(CNC(=O)c2ccccc2)nc2ccccc21	3%	-1	-20%	37%	-5%
13%	11%	3%	6%	Cc1cccc(C(=O)NCCNC(=O)c2cccnc2)c1	-4%	-4	-7%	26%	-3%
